Assay outcomes from PubChem.
KCNH2 WT inh – qHTS for Inhibitors of KCHN2 3.1: Wildtype qHTS. U2OS, BacMam KCNH2, thallium flux FluxOr; active compounds read low. activity change, % at 1.84 µM. 340,000 tested, 0.37% active. AID 720551, 2013;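 active means maximum activity change below -70%; inconclusive means maximum activity change between -70% and -50%; inactive means maximum activity change above -50%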; further: on the % scale 0 is the no-effect control and ±100 the full control effect
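U2OS cells transduced with wild-type KCNH2 virus are loaded with FluxOr dye for 45 min, and thallium flux is measured in kinetic reads before and after stimulation buffer. Rate constants are normalized to DMSO controls.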
Chronic BCR inh – qHTS Assay to Find Inhibitors of Chronic Active B-Cell Receptor Signaling | AID 493014, 2011 | Potency, µM (highest dose often 46.1 µM), inactives show at the top dose ratio change, negative = lower green/red ratio, hits mostly inhibitors | ABC-DLBCL IkBa-CBG/CBR reporter, luminescence ratio, 4 h | 340,000 tested, 0.05% active; active means well fitted inhibition curve with a large enough effect in the signal ratio, with a control signal flat, not every such curve was filed as active; inconclusive means small, poorly fitted or top-dose-only effect, or effect the other way, or a change in a side signal; the % refers to the signal ratio;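 further: potency means the concentration at half of the fitted maximal effect; plate controls were basal doxycycline-induced cells for no effect and cells given 10 µM MG132 for full effect; MG132 reads +100%, hits lower the ratio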
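Cell line TMD8 (human ABC DLBCL), stably expressing tet-inducible CBG68-IkBa fusion and CBR; IMDM/0.5% FBS; cpd up to 46 uM; dox induction, 4 h, 37C/5% CO2; dual luminescence; green/red ratio; MG132 control.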
A-T KAP1 phos – qHTS Assay for Identifying a Potential Treatment of Ataxia-Telangiectasia | […] A-T fibroblasts, KAP-1 phosphorylation AlphaLISA; neocarzinostatin DNA damage 30 min before lysis | Potency, µM (top dose mostly 57.5 µM), inactives show at the highest dose activation, actives largely listed as activators | 320,000 tested, 0.19% active; further: potency means the concentration at half of the fitted maximal effect; % of control where 0% means no effect; nearly all actives have a fitted effect of over 45% in size
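hTERT-immortalized A-T patient fibroblasts ([…]), 500 cells/well in OPTI-MEM, 1% FBS, got compounds for 60 min, then NCS for 30 min at 37C. Lysates were then assayed for phospho-KAP-1 by AlphaLISA (anti-pKAP1 donor, anti-KAP1 acceptor beads), 6 hr at 25C.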
FBPA coupling cs – qHTS Assay for Inhibitors of Fructose-1,6-bisphosphate Aldolase from Giardia Lamblia: Coupling assay counterscreen; coupling enzyme system counterscreen, AmpLite Red fluorescence; activity change, negative = inhibition, % at 58.2 µM, hits read low; 290,000 tested, 0.67% active; AID 2472, 2010; in the data active means activity change below about -30%; further: on the % scale 0 is the no-effect control and ±100 the full control effect
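Compounds tested against the coupling enzymes alone at 57.5 uM final; readout was AmpLite Red fluorescence (525/598 nm) after 20 min at RT.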
Giardia kill – Small Molecules that selectively kill Giardia lamblia: qHTS; Giardia lamblia trophozoite viability; activity change, % at 7.66 µM, hits read low; 340,000 tested, 0.15% active; AID 540267, 2011; in the data active means activity change below about -80%; inconclusive means between about -30% and that limit;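 further: parasites exposed to compound for two days anaerobically before the ATP read; on the % scale 0 is the no-effect control and ±100 the full control effect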
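Each well holds 100 Giardia trophozoites and compound. After two days (48 hrs) at 37 deg C in anaerobic conditions, ATP is quantified by luminescence.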
Tb PFK inh – qHTS Assay to Find Inhibitors of T. brucei phosphofructokinase. Potency, µM (highest dose often 57.5 µM), inactives show top-dose activity, negative = inhibition, actives largely listed as inhibitors. AID 485367, 2010. T. brucei PFK, ADP-Glo luminescence. 330,000 tested, 0.17% active;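 further: potency means the concentration at half of the fitted maximal effect; 0% = uninhibited 1x PFK enzyme wells and -100% = no-enzyme wells; nearly all actives have a fitted effect of over 60% in size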
Target sequence (O15648 whole entry, looked up): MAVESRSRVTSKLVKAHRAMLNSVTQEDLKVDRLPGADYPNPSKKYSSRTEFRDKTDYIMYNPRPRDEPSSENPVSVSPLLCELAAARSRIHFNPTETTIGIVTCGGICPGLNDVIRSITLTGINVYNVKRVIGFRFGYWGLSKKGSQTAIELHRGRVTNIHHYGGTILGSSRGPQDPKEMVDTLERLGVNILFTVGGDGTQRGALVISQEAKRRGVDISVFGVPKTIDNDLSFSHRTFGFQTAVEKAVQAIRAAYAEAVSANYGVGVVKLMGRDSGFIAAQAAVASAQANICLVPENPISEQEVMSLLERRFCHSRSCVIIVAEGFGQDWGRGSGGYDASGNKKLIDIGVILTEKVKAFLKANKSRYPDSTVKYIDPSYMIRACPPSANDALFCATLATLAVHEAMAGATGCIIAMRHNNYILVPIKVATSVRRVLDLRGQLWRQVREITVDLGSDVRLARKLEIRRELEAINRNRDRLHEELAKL
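ADP-Glo luminescence quantified ADP after 45 min at room temperature, with 1.25 nM T. brucei PFK, 0.1 mM ATP and 0.5 mM fructose-6-phosphate in pH 8.0 TEA buffer. qHTS titrations up to 57 µM; curves classified by quality.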
TCR activator – Activators of T cell receptors: qHTS campaign | primary human leukocytes, anti-CD3, IL-2 HTRF, 48 h | Potency, µM (highest dose often 9.22 µM), for inactives: at the highest dose activation of IL-2 secretion, actives largely listed as activators | 330,000 tested, under 10 active; further: % of control where 0% means no effect
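Primary human leukocytes were stimulated with a-CD3 beads plus compounds for 48 hr without co-stimulation; secreted IL-2 was quantified by HTRF using a-IL-2-K (europium cryptate) and a-IL-2-d2, excited at 320nm with acceptor emission read at 665nm.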
GALK inh – qHTS Assay for Inhibitors of Human Galactokinase (GALK); P51570; Purified GALK, Kinase-Glo residual ATP luminescence; Potency, µM (series often up to 57.5 µM), for the others: at the highest dose activity change, negative = inhibition, hits mostly inhibitors; 270,000 tested, 0.007% active; further: potency means the concentration at half of the fitted maximal effect; on the % scale 0 is the no-effect control and ±100 the full control effect
Target sequence (P51570 whole entry, looked up): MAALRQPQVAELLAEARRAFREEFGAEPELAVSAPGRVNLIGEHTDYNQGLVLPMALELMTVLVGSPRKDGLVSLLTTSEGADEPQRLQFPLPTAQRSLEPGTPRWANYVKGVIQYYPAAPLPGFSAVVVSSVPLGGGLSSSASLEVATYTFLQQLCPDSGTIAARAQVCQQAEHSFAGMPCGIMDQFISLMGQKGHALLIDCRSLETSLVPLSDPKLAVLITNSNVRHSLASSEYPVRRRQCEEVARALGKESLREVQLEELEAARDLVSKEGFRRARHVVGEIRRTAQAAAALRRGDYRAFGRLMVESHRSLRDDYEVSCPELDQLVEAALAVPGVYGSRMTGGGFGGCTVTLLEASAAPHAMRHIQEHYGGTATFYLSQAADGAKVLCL
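GALK at 5 nM final was combined with compound, 35 uM ATP and 100 uM galactose in HEPES pH8.0 with MgCl2 and DTT. The reaction ran one hour at room temperature before luminescent ATP detection.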
TSHR antag – Antagonists of the Thyroid Stimulating Hormone Receptor: HTS campaign. TSHR-expressing cells, TSH-stimulated cAMP HTRF, 2 h; active compounds read low. 330,000 tested, 0.2% active. Thyrotropin receptor (Homo sapiens), P16473. activity change, negative = inhibition, % at 11.5 µM. AID 504810, 2011;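 active means activity change below a set negative limit, meaning inhibition stronger than a set level, cut at about -70% in these data; inconclusive means activity change between two set negative limits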; further: on the % scale 0 is the no-effect control and ±100 the full control effect
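Cell-based HTRF cAMP assay; TSHR cells + compound, TSH EC80 (4nM final), 2 h, 37 deg C. Lysis with anti-cAMP cryptate and cAMP-d2, 30 min RT, read 665/620 nm.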
CXXC DNA block – qHTS Fluorescence Polarization Assay for Inhibitors of MLL CXXC domain - DNA interaction | Potency, µM (series often up to 115 µM), for inactives: top-dose activity change, negative = inhibition, most hits filed as inhibitors | 290,000 tested, 0.037% active | Histone-lysine N-methyltransferase 2A (Homo sapiens), Q03164 | MLL-CXXC / FITC-HOXA9 DNA fluorescence polarization; active means well fitted inhibition curve with a large enough effect in the polarisation, with a control signal flat, not every such curve was filed as active; inconclusive means small, poorly fitted or top-dose-only effect, or effect the other way, or a change in a side signal; inactive means no such curve, though single readings can be large or run the other way; the % refers to the polarisation; further: potency means the concentration at half of the fitted maximal effect
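Fluorescence polarization: 7 uM MLL-CXXC (stock) preincubated 5 min with compounds, then 50 nM fluorescein-HOX-A9 DNA (stock) added; 30 min ambient. Buffer 50 mM Tris-HCl pH 7.5, 50 mM NaCl, 1 mM DTT, 0.05% BSA.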
Numbers without * were called inactive; ? = inconclusive; . = no result given; & = joins results of further samples; [ ] = dose if it differs, or a comment. Unless noted, the call rests on the fitted dose curve; in most records, active means well fitted curve in the direction sought with a large enough effect; inconclusive means small, poorly fitted or top-dose-only effect, or another doubt; inactive means no such curve, though single readings can be large; an effect the other way counts as inactive or inconclusive.

SMILES	KCNH2 WT inh	Chronic BCR inh	A-T KAP1 phos	FBPA coupling cs	Giardia kill	Tb PFK inh	TCR activator	GALK inh	TSHR antag	CXXC DNA block
CCOC(=O)COc1ccccc1-c1ccno1	-2	-4%	-2%	0	25	-4%	-14%	-3%	11	-5%
Cc1ccc(C(=O)NNCC(=O)Nc2ccc(Cl)cc2F)cc1	-14	-6%	3%	.	-12	-2%	.	.	.	.
O=C(CCC(=O)N/N=C/c1ccco1)N/N=C/c1ccco1	4	1%	-1%	1	3	6%	-6%	.	1	2%
CCC(CO)NCc1ccccc1OC(C)C (configuration not stated)	0	2%	5%	1	7	0%	-4%	4%	3	-11%
Cc1ccc(C(=O)NCCc2ccccc2)cc1N1CCCC1=O	2	1%	-3%	.	-19	-1%	3%	3%	3	8%
O=C(OCC(O)CN1CCCCC1)C12CC3CC(CC(C3)C1)C2 (configuration not stated)	4	5%	32%	3	6	4%	-4%	3%	0	-5%
O=C(CCC1CCCC1)Nc1cc(Cl)ccc1N1CCOCC1	-3	6%	7%	.	?	0%	-1%	.	0	.
COc1ccc(/C=N/NS(=O)(=O)c2ccccc2)cc1OS(=O)(=O)c1ccccc1	-17	-2%	2%	1	-8	1%	-4%	1%	-3	4%
Cc1nc(NCCc2ccccc2)c(C#N)c(C)c1[N+](=O)[O-]	3	12%	29%	-1	11	1%	3%[46.1 µM]	-6%	-42	1%
Cc1oc(-c2ccc(Cl)cc2)nc1CN1CCC(C(=O)NCc2cccs2)CC1	13	-16%	9%	4	10	5%	-1%	1%	-3	-15%
CC(=O)Nc1ccc(NC(=O)CCn2c(=O)oc3ccccc32)cc1	-18	7%	0%	0	6	-1%	-4%	17%	-2	-1%
CC12C(=O)N(Cc3ccco3)C(=O)C1C1c3ccccc3C2c2ccccc21 (configuration not stated)	-31	?	9%	-4	8	2%	-3%	2%	0	2%
CCOC(=O)c1c(NC(=O)c2c(C(=O)O)cccc2[N+](=O)[O-])sc2c1CCCC2	-12	3%	-17%	16	-1	0%	3%	.	-5	6%
Cc1ccc2ccc(C)[n+](CCCS(=O)(=O)[O-])c2c1	-9	4%	2%	2	-13	-3%	-13%	0%	-1	-2%
COc1ccc(COCC(O)CN2CCC(C(N)=O)CC2)cc1 (configuration not stated)	2	3%	2%	5	7	0%	-3%	.	-6	-3%
O=C(NCCCCCNC(=O)c1ccco1)c1ccco1	-7	7%	0%	2	15	-20%	-6%	-2%	5	-4%
Cn1cc(C(=O)N2CCN(C(=O)c3ccco3)CC2)c2c3ccccc3n(C)c2c1=O	-5	-5%	-2%	3	-8	0%	.	-1%	3	4%
CCn1c(SCC(=O)N(C)C)nc2cc(S(=O)(=O)N3CCCCC3)ccc21	4	6%	-1%	.	-11	-5%	0%	.	15	.
CC(=O)NC(C)c1cc(Cl)c2cccnc2c1O (configuration not stated)	.	-17%&-18%	9%&8%	.	16	7%&2%	4%	.	-14&-4	.
O=C(CCN1C(=O)COc2ccccc21)NCCCN1CCc2ccccc2C1	24	?	.	3	-7	-1%	5%	4%	12	14%
C[C@H](CO)N1C[C@H](C)[C@@H](CN(C)S(=O)(=O)c2ccc(F)cc2)Oc2c(NC(=O)NC3CCCCC3)cccc2C1=O	-7	3%	0%	.	-15	-2%	-4%	.	-8	.
C[C@H](CO)N1C[C@H](C)[C@@H](CN(C)Cc2ccc(Cl)c(Cl)c2)Oc2c(NC(=O)C3CC3)cccc2C1=O	7	?	4%	.	4	1%	-1%	.	-6	.
O=C(Nc1ccn(Cc2ccccc2)n1)c1n[nH]c([N+](=O)[O-])c1Cl	5	7%	12%	5	?	-1%	0%[46.1 µM]	0%	-14	23%
CN(C)/C(CN1CCOCC1)=C1\N=C(c2ccccc2)OC1=O	-10	?	-8%	0	-15	0%	.	-2%	13	0%
CC(C)(CNC(=O)C1CCCC1)CNC(=O)C1CCCC1	-9	-2%	-1%	0	-1	9%	-5%	0%	-7	-1%
Cc1oncc1-c1csc(-c2ccccc2)n1	16	?	2%	-2	-12	-1%	-4%	1%	-8	-5%
COc1ccc(CNC(=O)C2CC(c3cccc(OC)c3)=NO2)cc1 (configuration not stated)	-2	?	10%	-9	-11	-2%	4%	-1%	19	1%
CN(C)CCNC(=O)C12CC3(C)CC(C)(CC(C)(C3)C1)C2	-4	3%	-4%	3	-4	-2%	6%	2%	-7	-11%
COc1ccc(NC(=S)N2CCN(C(=O)c3ccccc3)CC2)cc1	-9	5%	1%	-1	4	-1%	-4%	8%	0	-1%
CC(Sc1n[nH]c(-c2cccs2)n1)C(=O)Nc1ccc(C(N)=O)cc1 (configuration not stated)	1	-4%	-2%	.	9	0%	0%	.	-4	.
O=C(NCc1ccc(Cl)c(Cl)c1)c1ccc2c(c1)OCO2	4	-10%	7%	.	-22	24µM*	-6%	3%	-4	-3%
O=C(CSc1nnc2c(n1)[nH]c1ccc(S(=O)(=O)N3CCOCC3)cc12)Nc1ccccc1Cl	28	6%	3%	3	6	-3%	-6%	7%	-3	?
COCCNC(=O)COC(=O)c1[nH]c(C)c(C(C)=O)c1C	-13	2%	-1%	4	1	-2%	-3%	-1%	-3	-1%
Cc1ccc(CN(Cc2cc3cc4c(cc3[nH]c2=O)OCCO4)Cc2nnnn2Cc2ccco2)cc1	4	?	-4%	-5	-6	-6%	0%	-1%	0	11%
CSc1ccc(C(=O)C2CCCN(Cc3cccc4nccnc34)C2)cc1 (configuration not stated)	?	4%	-21%	-2	47[activator]	-8%	-4%	4%	8	-14%
CCN(CC(=O)Nc1ccc2c(c1)OCCO2)Cc1cc(=O)oc2c(C)c(C)ccc12	-4	-7%	2%	1	13	1%	-21%	3%	127	-1%
CCN(CC)C(=O)CSc1nc(N)c(C(=O)Nc2ccc(OC)cc2)s1	1	?	-3%	1	-18	1%	0%[46.1 µM]	3%	-5	1%
COc1ccc2c(C)cc(SCC(=O)Nc3c(C)n(C)n(-c4ccccc4)c3=O)nc2c1	6	1%	10%	0	4	-15%[0.46 µM]	-2%	-4%	-1	6%
CC(=O)Nc1ccc(S(=O)(=O)N2CCN(c3cnn(C)c(=O)c3Cl)CC2)cc1	-4	?	-5%	5	11	2%	0%	1%	1	1%
CC1CCN(Cc2c(C(=O)N/N=C/c3ccc(OC(C)C)cc3)nnn2-c2nonc2N)CC1	1	?	-9%	-9	5	-1%	3%	0%	2	-1%
Cc1ccc(Cn2ccc(NC(=O)c3nn(C)cc3Cl)n2)cc1	3	-16%	-2%	0	18	-1%	-2%	2%	12	-1%
CCOc1ccc(/C(O)=C2/C(=O)C(=O)N(CC3CCCO3)C2c2ccco2)cc1 (configuration not stated)	-9	-5%	5%	5	-15	-1%	-10%[46.1 µM]	0%	-2	-6%
C=CCc1cc(C)ccc1OCCCn1ccnc1	7	-8%	0%	-2	-12	-1%	0%	-3%	15	20%
NC(=O)C1CCN(C(=O)c2ccc3nc(-c4ccccc4)c(-c4ccccc4)nc3c2)CC1	9	-3%	13%	.	-18	1%	5%	4%	-5	6%
COC(=O)COc1cc(Cl)c(C=O)cc1OC	13	0%	3%	1	-4	-2%	5%	0%	-9	13%
CCCCOc1ccccc1C1C(C(=O)OC)=CN(CC)C=C1C(=O)OC	-13	?	?	2	33[activator]	4%	2%	3%	-29	0%
Cc1ccc(NC(=O)CSc2nc3ccccc3c(=O)n2Cc2cccs2)cc1	15	1%	4%	-2	-22	2%	0%[46.1 µM]	0%	31	1%
Cc1onc(-c2ccccc2Cl)c1C(=O)OCc1cnc(Cl)s1	-4	0%	2%	0	16	-6%	1%	-1%	-8	15%
Cc1ccc(NC(=O)COC(=O)CCc2c[nH]c3ccccc23)cc1[N+](=O)[O-]	-1	-1%	6%	0	2	0%	-4%[46.1 µM]	-2%	34	5%
Cc1ccc(NC(=O)CCn2ccc([N+](=O)[O-])n2)nc1	-2	3%	2%	1	-10	-1%	15%[46.1 µM]	1%	9	-1%
C(=N\Nc1nc2ccccc2s1)/c1ccccn1	-2	?	15%	-3	?	2%	2%	-1%	-12	?
Cc1nn(CC(=O)N(C)C)c(=O)c2ccccc12	-1	0%	3%	1	-16	-3%	4%	-7%	6	1%
